Compound activity as filed in PubChem.
ZTA counter: ZTA (EBV) inhibition in EBNA-1 counter-screen | P03206 | ZTA-DNA binding, fluorescence polarization | inhibition, % at 11 µM | 0.15% of 320,000 active; in the data active means inhibition above about 33%
MEX-5 binding: MEX-5 zinc finger RNA-binding disruptors – biochemical, C. elegans, fluorescence polarization, MLPCN library, primary screen | activity score (negative = inhibition of binding), % at 10 µM | Zinc finger protein mex-5 (Caenorhabditis elegans), Q9XUB2 | MEX-5/FITC-TCR2 RNA binding; active compounds read low | 0.38% of 300,000 active;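 active means inhibition past about -25% in most replicates, and total fluorescence under double the plate's negative control median, limit read from the data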;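 further: 0% = DMSO and -100% = 5 µM competing unlabeled TCR2 RNA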
EBNA-1 inh: EBNA-1 DNA-binding inhibitors, primary screen, biochemical, fluorescence polarization. inhibition, % at 14.8 µM. 0.34% of 300,000 active; in the data active means inhibition above about 28%
Efflux pump inh: inhibitors of Candida efflux pumps in yeast, primary screen, S. cerevisiae, Nile Red, multiplex; S. cerevisiae Candida pump triplex; inhibition, % at 10 µM; 0.44% of 330,000 active; AID 485275, 2010;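 active means plate passing quality check with inhibition over a set limit, or well fluorescence over plate mean plus 4 SD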;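 further: Nile Red retained in pooled yeast measured as flow cytometry median fluorescence; 0% = buffer negative control and 100% = Enniatin B positive control; higher means more Nile Red kept so more efflux inhibition; some compounds called inactive have numbers as strong as hits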
Fam108B inh: mouse Fam108B serine hydrolase inhibitors, primary screen, counter-screen for RBBP9 inhibitor project, biochemical, fluorescence polarization; AID 1947, 2009; 0.33% of 300,000 active; inhibition, % at 9.51 µM; recombinant Fam108B, FP-Rh probe fluorescence polarization;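 active means inhibition above the screen mean inhibition plus 3 SD, computed separately per campaign, cut at about 18% in these data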;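 further: inhibitors lower polarization as less probe binds the enzyme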
CR mimetic SO: reduction of superoxide in aged yeast, primary screen, HTS; S. cerevisiae aged cells, superoxide DHE fluorescence; active compounds read low; 0.18% of 330,000 active; AID 2690, 2010; superoxide response (% of plate mean), % at 10 µM;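 active means superoxide response under a set limit, about three screen SD below normal, cut at about 65% in these data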;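 further: yeast aged for seven days with compound at 30 °C before DHE staining; 100% = average MFI of all compound-treated wells on the plate with controls excluded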
MCL1-BIM inh: inhibitors of MCL1 binding to BIM-BH3, primary screen, biochemical, fluorescence polarization. Induced myeloid leukemia cell differentiation protein Mcl-1 (Homo sapiens), Q07820. GST-MCL1 / FITC-Bim-BH3 fluorescence polarization. inhibition, % at 10.9 µM. 0.68% of 320,000 active. AID 2057, 2009;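 active means inhibition above the mean inhibition of all tested compounds plus 3 SD, set per campaign, cut at about 40% in these data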;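 further: 0% = DMSO wells and 100% = unlabeled Bim-BH3 peptide control; higher means more loss of mP so more displacement of Bim peptide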
Target sequence (Q07820 whole entry, looked up): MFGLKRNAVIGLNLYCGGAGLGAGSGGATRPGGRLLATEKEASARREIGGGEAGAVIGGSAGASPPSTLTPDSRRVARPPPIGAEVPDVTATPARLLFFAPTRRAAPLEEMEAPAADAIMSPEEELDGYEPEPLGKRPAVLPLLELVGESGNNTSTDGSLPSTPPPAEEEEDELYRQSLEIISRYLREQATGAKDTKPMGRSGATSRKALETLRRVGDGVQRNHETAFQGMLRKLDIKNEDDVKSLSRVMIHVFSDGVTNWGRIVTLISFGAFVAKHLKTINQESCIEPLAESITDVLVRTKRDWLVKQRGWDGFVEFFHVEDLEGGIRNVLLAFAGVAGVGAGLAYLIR
BCLXL inh: inhibitors of human Bcl-xL, primary screen, biochemical, fluorescence polarization, HTS. Bcl-2-like protein 1 (Homo sapiens), Q07817. GST-Bcl-xL / FITC-Bim BH3 peptide fluorescence polarization. inhibition, % at 10.9 µM. 0.7% of 320,000 active;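 active means inhibition above the mean of all tested compounds plus 3 SD, cutoff set per campaign, cut at about 30% in these data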;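 further: 0% = DMSO wells and 100% = unlabeled Bim-BH3 peptide competitor; inhibitors lower millipolarization by displacing the labeled peptide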
Target sequence (Q07817 whole entry, looked up): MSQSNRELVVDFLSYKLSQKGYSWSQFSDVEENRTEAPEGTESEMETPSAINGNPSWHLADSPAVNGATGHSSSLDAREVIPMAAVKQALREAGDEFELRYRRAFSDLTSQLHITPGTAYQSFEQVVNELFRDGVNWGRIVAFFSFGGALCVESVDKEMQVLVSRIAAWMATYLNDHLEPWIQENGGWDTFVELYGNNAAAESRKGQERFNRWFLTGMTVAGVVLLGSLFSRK
GLD-1 RNA inh: GLD-1/TGE RNA complex disruptors, primary screen, biochemical, fluorescence polarization; purified GLD-1 + fluorescein TGE RNA; inhibition, % at 5.96 µM; 0.44% of 320,000 active;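 active means percent inhibition above a per-plate cutoff, the plate mean of test compounds plus 3 SD, cut at about 30% in these data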;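 further: 0% = DMSO wells with GLD-1 and probe and 100% = wells lacking GLD-1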
Target sequence (Q17339 whole entry, looked up): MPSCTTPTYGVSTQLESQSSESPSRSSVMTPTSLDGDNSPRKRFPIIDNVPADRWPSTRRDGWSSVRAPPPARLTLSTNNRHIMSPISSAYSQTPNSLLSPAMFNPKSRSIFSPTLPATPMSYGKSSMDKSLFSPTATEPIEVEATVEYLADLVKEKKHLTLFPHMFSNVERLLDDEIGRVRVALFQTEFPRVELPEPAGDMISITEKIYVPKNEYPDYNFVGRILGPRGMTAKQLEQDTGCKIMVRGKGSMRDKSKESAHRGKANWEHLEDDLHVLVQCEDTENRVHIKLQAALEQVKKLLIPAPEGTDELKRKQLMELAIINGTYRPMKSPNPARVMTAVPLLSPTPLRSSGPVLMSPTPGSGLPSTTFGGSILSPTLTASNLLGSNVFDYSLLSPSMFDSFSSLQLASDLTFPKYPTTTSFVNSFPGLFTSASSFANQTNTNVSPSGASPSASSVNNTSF
The depositor's hits bear a star; x = not tested or not shown.

Value order: EBNA-1 inh	MEX-5 binding	GLD-1 RNA inh	ZTA counter	Fam108B inh	Efflux pump inh	BCLXL inh	MCL1-BIM inh	CR mimetic SO
CCCCSc1nc2c(cnn2-c2ccc(F)cc2)c(=O)[nH]1
    -1	-0.1	3	2	0	-0.1	2	5	109
Cc1ccc(C(=O)OC2CCOC2=O)cc1NC(=O)c1ccco1 (stereo not given)
    4	0.6	2	2	-2	0.0	3	-4	109
Cc1ccc(C(C)C)c(OCCCCN2CCNCC2)c1
    -3	-0.2	4	1	2	0.1	9	0	96
C=CCn1c(SCC(=O)Nc2ncc(Cc3ccc(C)c(Cl)c3)s2)nnc1-c1ccncc1
    1	0.9	1	10	-4	-0.1	5	4	117
Cc1cc(Nc2ccccc2)n(-c2nc3ccccc3[nH]2)n1
    -8	1.0	3	-1	2	-0.1	-1	0	97
COc1ccc(CNc2nc3ccccc3n2Cc2ccccc2)cc1OC
    5	-0.6	2	-1	3	-0.3	-1	-2	89
C/C=C\C=C/C(=O)Nc1cccc(C2=NOC3(C2)C[C@@H](C(N)=O)N(C(=O)/C=C/CC)C3)c1 (stereo not given in full)
    10	-0.7	-6	8	-7	-0.1	2	-7	86
CCc1cccc(NC(=O)c2ccc(Cn3c(=O)[nH]c4ccsc4c3=O)cc2)c1
    13	-1.8	-3	-9	-12	0.0	-3	-3	96
CCOC(=O)/C=C1\SCC(=O)N1CC(=O)Nc1ccc2c(c1)CCC2
    7	-0.9	-1	-6	2	-0.1	-5	-9	87
CCOc1ccc(N(C(C)C(=O)N2CCCC2)S(C)(=O)=O)cc1 (stereo not given)
    0	3.0	-1	-6	3	0.0	-5	-4	92
CCN(CC)CCNC(=O)C1CCC(=O)N1CCc1ccccc1 (stereo not given)
    -2	-1.4	4	4	3	0.1	6	7	110
O=C(NNC(=O)c1cnccn1)c1cccc([N+](=O)[O-])c1
    4	-61*	-2	-12	-2	0.1	4	4	89
O=C(CSc1nnnn1-c1cccnc1)Nc1ccc(OCc2ccccc2)cc1
    5	3.1	6	17	-6	0.0	0	-4	115
COc1ccc(-c2[nH]nc3c2C2(C(=O)N(CC(=O)O)c4ccccc42)C(C#N)=C(N)O3)cc1OC (stereo not given)
    8	x	0	10	1	0.0	3	3	109
CCc1ccc(NC(=O)CS(=O)CC(=O)Nc2ccc(F)cc2F)cc1 (stereo not given)
    15	0.6	0	20	-5	0.2	-3	-1	103
CCC(C)c1ccc(NC(=O)C2CC2)cc1 (stereo not given)
    0	-0.6	1	-7	-1	0.1	-1	2	83
O=C(NCc1ccccc1F)c1cccc(S(=O)(=O)NCc2ccccc2)c1
    -1	0.2	2	2	-3	0.6	2	-1	103
CC(OC(=O)c1cccc(-n2cnnn2)c1)C(=O)Nc1ccc(F)cc1Cl (stereo not given)
    9	0.7	2	2	-1	0.0	-2	-8	108
COc1ccc(N(C)S(=O)(=O)c2c(C)[nH]c(=O)[nH]c2=O)c(OC)c1
    5	-1.7	2	8	1	0.0	1	-8	112
O=C(c1cc(-c2ccc(Cl)cc2)n(-c2ccc(Cl)cc2)n1)N1CCOCC1
    -6	-1.5	3	-1	6	0.0	-7	-3	91
CN(C)c1ccc(C(=O)NNC(=O)c2ccc(Cl)cc2)cc1
    4	-1.0	-3	-7	5	-0.2	4	-6	101
O=C(O)[C@H](Cc1ccccc1)NC(=O)N1CCC(Cc2ccccc2)CC1
    -3	-1.6	5	-21	1	-0.2	3	-2	112
COc1ccc(CN2CCC(C(=O)Nc3ccc(Oc4cccnc4)cc3)CC2)c(C)c1C
    1	1.6	4	1	-8	0.0	-3	2	98
CC1CCCN(C(=S)NCc2ccccc2)C1 (stereo not given)
    -6	-1.8	-2	5	6	0.2	0	9	108
COc1ccc(CCNC(=O)CN(C2CCCCC2)S(C)(=O)=O)cc1
    -10	-1.9	-2	6	6	0.0	2	3	102
CCCOc1ccc(C(=O)N2CCCC2)cc1OC
    -8	1.9	8	-1	-2	0.1	0	-1	106
COc1ccc(NC(=O)Nc2cc(C)cc(C)c2)cn1
    -10	-36*	48*	0	-4	-0.1	58*	58*	118
CC(C)CNC(=S)N1CCC(C(=O)c2ccc(F)cc2)CC1
    -10	-0.7	3	-10	1	0.2	-3	4	92
O=C(Cn1nnc(-c2ccc(CN3CCOCC3)cc2)n1)NC1CCCCC1
    -8	0.8	0	-5	-2	-0.1	-1	2	113
O=c1c2ccccc2[nH]c(=S)n1CCc1ccccc1
    -10	1.9	3	1	-5	0.0	1	7	97
O=C(N/N=C/c1c(O)ccc2ccccc12)c1[nH]ncc1Br
    -8	-6.5	-29	3	7	0.7	-1	2	114
COc1cccc(N2CCN(C(=O)c3ccc4nc[nH]c4c3)CC2)c1
    -1	0.5	-4	8	5	-0.2	11	15	92
O=C(Nc1ccc(F)cc1)c1ccc(S(=O)(=O)NCC2CCCO2)cc1 (stereo not given)
    10	1.9	-6	6	-1	0.0	3	0	103
CC(C)(C)OC(=O)N1CCN(C(=O)c2[nH]cnc2C(=O)Nc2ccon2)CC1
    x	x	-2	5	x	-0.4	-3	1	96
Cn1c(=O)c2c(nc(CN3CCN(C(=O)c4ccco4)CC3)n2CCCO)n(C)c1=O
    -2	-0.1	-1	14	-3	0.3	6	8	90
CCOc1cc(C(C#N)N2CCCCC2)ccc1OC (stereo not given)
    6	-0.1	2	14	-2	0.1	1	1	100
O=C(NCCN1CCN(Cc2ccc([N+](=O)[O-])cc2)CC1)C(=O)Nc1ccccc1
    -1	-1.6	5	8	1	0.0	5	8	99
COc1ccc(CCNC(=O)CSc2nnc(-c3ccccc3)c3ccccc23)cc1OC
    -10	2.4	11	-3	0	0.2	6	5	98
Cc1c(C(=O)OC(C)C)[nH]c2c1C(=O)CC(C)(C)C2
    14	-1.4	-2	-12	5	0.0	-2	5	93
Cc1ccc(C(=O)NCC(=O)N2CCCCCCC2)cc1C
    x	x	-3	2	x	0.1	-1	5	109
NNc1nc2c(Cl)ccc(Cl)c2s1
    0	3.6	1	-16	7	-1.7	5	15	121
COc1cccc(OC)c1NC(=O)c1nc2c(nnn2Cc2ccccc2Cl)c(=O)[nH]1
    -3	0.3	4	11	-1	-0.2	2	3	96
N#Cc1ccc(Cn2c(=O)c(C#N)c3n(c2=O)CCC3)cc1
    -3	-0.5	-3	-2	-2	-0.2	1	-5	94
COc1ccc(OCC(=O)N2CCN(C(=O)c3cccs3)CC2)cc1
    -3	-0.2	-2	11	3	0.0	3	0	95
CCOC(=O)N1CCN(c2nc(SC)nc3sc4c(c23)CC(C)(C)OC4)CC1
    7	0.9	3	10	2	-0.1	8	6	103
Nc1ccc2ncccc2c1
    10	-2.5	-3	-1	-2	0.0	5	9	87
O=C(O)CCC(=O)N1CCc2cc(S(=O)(=O)N3CCCCC3)ccc21
    -5	-1.0	4	6	2	0.2	2	2	94
COc1ccc(OC)c(NC(=O)CCc2nnc3ccc(NCc4ccco4)nn23)c1
    12	-4.5	9	-12	2	-0.2	5	8	115
COC(=O)c1ccc(Cn2cnc3c(cnn3-c3ccc(F)cc3)c2=O)o1
    0	-2.0	6	-3	8	0.0	2	4	107
CCC(C)c1ccc(OCCn2ccnc2)cc1 (stereo not given)
    -6	3.0	2	3	-1	0.7	5	15	112
Cc1c(Cl)cccc1NC(=O)CSC(C)c1nc2ccccc2c(=O)[nH]1 (stereo not given)
    -9	1.4	-4	1	2	0.0	7	2	110
Cc1cccc(NC(=S)NN2CCOCC2)c1C
    0	1.7	8	0	-2	0.3	1	1	106
O=C(CCS(=O)(=O)Cc1ccccc1)Nc1ccc2c(c1)OCCO2
    16	5.2	-3	13	2	0.1	2	6	108
O=C(NC(Cc1c[nH]c2ccccc12)C(=O)N/N=C/c1cccc2ccccc12)c1cccs1 (stereo not given)
    9	2.9	5	3	-26	-0.1	0	-7	78
C/C(=C\c1ccco1)CN1CCN(Cc2ccc(C)o2)C(CCO)C1 (stereo not given)
    0	1.3	6	7	-1	0.0	0	0	96
C=CC(C)(C)c1[nH]cnc1/C=C1\NC(=O)C(C(C)C)NC1=O (stereo not given)
    -2	-4.3	3	6	-3	-0.2	6	6	93
COc1ccc(N2CC(C(=O)N(CC(C)C)c3c(N)n(Cc4ccccc4)c(=O)[nH]c3=O)CC2=O)c(OC)c1 (stereo not given)
    -3	-2.2	-2	-6	3	0.0	-8	-12	89
Cc1ccc(-n2nnc3c(=O)n(CC(=O)NCc4ccco4)cnc32)cc1
    3	-1.2	3	-2	-2	-0.1	3	0	88
COc1ccc2c(c1)OC(O)(C(F)F)CC2=O (stereo not given)
    -3	1.0	1	-22	3	0.0	5	-1	101
O=c1[nH]c(C2CCN(S(=O)(=O)c3ccc(S(=O)(=O)NC4CC4)cc3)CC2)nc2c1nnn2Cc1ccc(F)cc1
    7	-0.3	6	-18	2	0.9	7	5	94

Next section:
Value order: EBNA-1 inh	MEX-5 binding	GLD-1 RNA inh	ZTA counter	Fam108B inh	Efflux pump inh	BCLXL inh	MCL1-BIM inh	CR mimetic SO
Cc1ccc(C2C3CN(C(C)C)CC=C3C(C#N)=C(N)C2(C#N)C#N)cc1 (stereo not given)
    -5	-28*	109*	-8	1	0.0	109*	116*	100
CSc1sc(C)cc1C1C(C#N)=C(N)N(c2cccnc2)C2=C1C(=O)CCC2 (stereo not given)
    6	-3.7	1	8	8	-0.1	18	12	106
Cc1ccc(S(=O)(=O)N2CCN(Cc3nc4ccccc4[nH]3)CC2)cc1C
    -8	-0.4	0	-13	-4	-0.1	7	5	104
COc1cccc(-c2nc3ccc([N+](=O)[O-])cc3o2)c1
    -3	x	8	0	5	-0.1	-2	-1	98
Cc1cc2occ(CC(=O)N(CCC(C)C)c3c(N)n(Cc4ccccc4)c(=O)[nH]c3=O)c2cc1C
    -17	4.2	-3	-12	1	-0.1	-2	-6	102
Cc1ccc(S(=O)(=O)NCCNC(=O)CN2CCCC2)cc1
    -3	-1.2	7	13	-2	-0.1	8	9	94
CN(C(=S)Nc1ccc(SC(F)F)cc1)C(c1ccccc1)c1ccccc1
    -4	2.6	3	4	-9	-0.1	4	14	103
COCC(C)NC(=O)c1ccc(Cl)c(Cl)c1 (stereo not given)
    -2	-2.8	-5	-24	-1	-0.1	6	2	105
O=S(=O)(NCc1cccnc1)c1ccc(Cl)s1
    -9	0.2	3	3	1	-0.2	0	7	91
N#Cc1cc(Nc2c(N)nc[nH]c2=O)c([N+](=O)[O-])cc1C#N
    5	-2.8	5	-1	-1	0.1	9	7	196
Clc1nc(-c2cccnc2)nc2scc(-c3ccccc3)c12
    3	1.6	2	-8	-9	0.0	8	2	97
CC(C)(C)C(=O)OCc1nc(-c2ccc3c(c2)OCCO3)cs1
    -8	-0.8	1	-29	-5	0.1	-1	-11	99

Two entries from above, set out differently.
structure: Cc1ccc(C2C3CN(C(C)C)CC=C3C(C#N)=C(N)C2(C#N)C#N)cc1 (stereo not given)
  EBNA-1 inh: -5
  MEX-5 binding: -28*
  GLD-1 RNA inh: 109*
  ZTA counter: -8
  Fam108B inh: 1
  Efflux pump inh: 0.0
  BCLXL inh: 109*
  MCL1-BIM inh: 116*
  CR mimetic SO: 100

structure: CSc1sc(C)cc1C1C(C#N)=C(N)N(c2cccnc2)C2=C1C(=O)CCC2 (stereo not given)
  EBNA-1 inh: 6
  MEX-5 binding: -3.7
  GLD-1 RNA inh: 1
  ZTA counter: 8
  Fam108B inh: 8
  Efflux pump inh: -0.1
  BCLXL inh: 18
  MCL1-BIM inh: 12
  CR mimetic SO: 106
